Source: PubChem (several laboratories)
MT stabilize HCS: stabilizes microtubules in HeLa cells; HeLa tubulin immunostaining HCS, 24 h; share of cells brighter than vehicle mean+2SD; % tubulin-high responders, % at 10 µM; 200,000 compounds, 0.83% hits; AID 2205;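 active = plate Z-score above 3 for both tubulin-high and condensed-nucleus cell shares, with cell loss under 80%, at 10 µM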;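 also: anti alpha tubulin signal scored within the nucleus-defined area of each cell; some results filed as inactive read as strong as hits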
Myeloid diff 2: compounds promoting myeloid differentiation. ER-HoxA9 myeloid progenitors, lysozyme-GFP differentiation, flow cytometry. calls only at 10 µM. 360,000 compounds, 1% hits. AID 624256;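 active = normalized GFP-positive differentiation at or above the plate's own cutoff, the solvent-only control mean plus 3 SD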;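 also: cells exposed to compound for four days before flow analysis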
bCat nuc transl: alters nuclear translocation of beta-catenin in HeLa cells; nuclear translocation activity, % at 5 µM; 190,000 compounds, 0.3% hits; AID 1665; immunofluorescence imaging;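 active = nuclear translocation activity above 50% at 5 µM, with a well cell count of 50 or more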;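 also: per-cell ratio of nuclear to cytoplasmic median beta-catenin stain intensity; plate controls were DMSO negative control for no effect and GSK-3 inhibitor IX positive control for full effect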
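Test system: HeLa cells, endogenous beta-catenin; Compound: single 5 µM dose plus 0.02–20 µM confirmation series; Times: compound exposure 24 h at 37°C; Signal: fluorescence imaging of beta-catenin antibody stain plus DAPI; Read-out: % activation, nuclear-to-cytoplasmic median beta-catenin signal ratio per cell.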
PMI inhibitors: MPI enzyme activity inhibition – biochemical, fluorescence intensity, coupled assay, primary screen (AID 1209) | 190,000 compounds, 0.42% hits | inhibition, % at 20 µM, or IC50 in µM where a hit was titrated | purified PMI enzyme, coupled fluorescence intensity; higher % means a stronger effect; in the data active = inhibition above about 50%;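 also: plate controls were DMSO vehicle for no effect and wells lacking substrate for full effect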
Dynein transport: dynein cargo transport inhibition | 3617.4 mouse cells, GR-EGFP nuclear translocation imaging; test concentration mostly 20 µM; stimulated with dexamethasone, 1 µM; active compounds read low | AID 1381 | z-score, hits read low | 220,000 compounds, 0.47% hits;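 active = plate z-score of nuclear minus cytoplasmic receptor signal below a set negative limit, without overly bright fluorescence or cell loss, cut at about -3.5 in these data, passing the limit was not always enough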;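 also: z-score of nuclear minus cytoplasmic ring GR-EGFP intensity difference per well; some compounds called inactive have numbers as strong as hits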
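Buffer or medium: Induction medium lacking tetracycline, stripped serum | Also added: Dexamethasone agonist, 1.0 µM final, for 30 min | Timing: 48 h induction, 1 h compound, 30 min dex at 37 °C | Detection: Formaldehyde fixation, Hoechst nuclear stain, 10x automated fluorescence imaging | Measure: Nuclear versus cytoplasmic GR-EGFP signal, averaged per well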
Lipid droplet: modulators of hepatic lipid droplet formation; AML12 mouse hepatocytes, oleate lipid droplets, BODIPY imaging; 240,000 compounds, 0.4% hits; inhibition, % at 6.5 µM;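 active = lipid droplet intensity inhibited by at least 50%, with more than 500 cells counted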
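Material – AML12 mouse liver cells · Also added – oleate loading, 100 µM · Compound dosing – 6.5 µM single-point dosing · Times – overnight treatment with compound plus oleate · Measured by – fluorescence imaging, 20x objective, two fields per well · Read-out – percent inhibition of filter-corrected integrated lipid droplet intensity per well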
T cell modulator: modulates CD8 T cell binding to vesicles | calls only at 7 µM | 2C CD8+ T cell-vesicle binding, flow cytometry; active compounds read low | AID 2052 | 330,000 compounds, 0.068% hits;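 active = response, share of CD8 T cells binding vesicles, and their 90th percentile fluorescence all below set limits, cut at about 80% in these data, passing the limit was not always enough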
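Read-out – percent CD8+ FL2 mean versus row control · System – murine 2C transgenic CD8+ T lymphocytes · Times – 1.5 h cell–vesicle binding at 37 °C, then 20 min icy labelling · Control set – naked vesicles low, QL9 vesicles with vehicle high · Detection – cytometric PE anti-B7-1 and Alexa647 anti-CD8 signals after 1% paraformaldehyde fixation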
TNAP activation fold: human TNAP enzyme activators, primary screen, biochemical, luminescent, no phosphate acceptor, uHTS (AID 1001); activation fold at 20 µM, or EC50 in µM where a hit was titrated; purified TNAP, luminescent activation assay, no phosphate acceptor; higher activation fold means a stronger effect; 200,000 compounds, 0.03% hits; in the data active = activation fold from about 3, or a potency from the dose series; inactive = the rest, 99 in 100 with activation fold below about 1.6; also: many of its hits are not listed in these tables
Insulin prom up: MIN6 insulin promoter up-regulation | MIN6 insulin promoter-GFP reporter, high-content imaging; active compounds read high | 190,000 compounds, 0.3% hits | AID 1625 | z-score at 5 µM;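 active = z-score above 3 at 5 µM with at least 500 cells counted in the well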
Dynein transport cytoplasmic EGFP: also measured in Dynein transport; calls as there; z-score; measured here: cytoplasmic GR-EGFP intensity; active compounds read high
Dynein transport nuclear GR-EGFP: further read-out of Dynein transport, marked with its call; z-score; measured here: nuclear GR-EGFP intensity;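 lower value marks the stronger effect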
Dynein transport cell count: further read-out of Dynein transport, marked with its call; z-score; measured here: cell count per field
Insulin prom up cell count: further read-out of Insulin prom up, marked with its call; cell count; measured here: cytotoxicity, nuclei count;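 total cells summed across four imaged fields per well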
Lipid droplet cells 6.5 µM: further read-out of Lipid droplet, marked with its call; cell count; measured here: cell count, cytotoxicity flag;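 cells counted across two imaged fields per well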
bCat nuc transl cell count 5 µM: recorded beside bCat nuc transl, whose call it bears; cell count; measured here: cell count, cytotoxicity flag
T cell modulator vesicle-bound %: also measured in T cell modulator; calls as there; double positive events, %; measured here: CD8+ vesicle-bound cell fraction;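 binding gate set so that unloaded-vesicle control wells show 10% double positive cells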
MT stabilize HCS Hoechst-high %: also measured in MT stabilize HCS; calls as there; % Hoechst-high responders; measured here: nuclear condensation Hoechst responders;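 share of cells brighter than vehicle mean plus two SD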
MT stabilize HCS cytotoxicity %: further read-out of MT stabilize HCS, marked with its call; toxicity, %; measured here: cytotoxicity by cell density;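 0% = mean cell density of plate MIN control wells and 100% = no cells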
Myeloid diff 2 GFP+ MAC1+ %: second read-out of Myeloid diff 2, no call of its own (marks repeat the call); GFP+ MAC1+ double positive, %; measured here: differentiation confirmed by MAC1 staining
* marks the source's active call; other numbers are inactive results; i = inactive; . = no result given; + = active, no number.

Values run as follows: MT stabilize HCS	MT stabilize HCS Hoechst-high %	MT stabilize HCS cytotoxicity %	Myeloid diff 2	Myeloid diff 2 GFP+ MAC1+ %	bCat nuc transl	bCat nuc transl cell count 5 µM	PMI inhibitors	Dynein transport	Dynein transport cytoplasmic EGFP	Dynein transport nuclear GR-EGFP	Dynein transport cell count	Lipid droplet	Lipid droplet cells 6.5 µM	T cell modulator	T cell modulator vesicle-bound %	TNAP activation fold	Insulin prom up	Insulin prom up cell count
- Cc1ccc(S(=O)(=O)O)c(C)c1N1CCCC1=O
    3.0	0.6	26	i	0.5	-0.9	1067	-1%	0.72	-0.27	0.39	-0.22	-22	677	i	52	1.1	0.19	1362
- CCc1ccccc1N1CSC2=C(C#N)C(c3ccccc3F)CC(=O)N2C1 (stereo not drawn)
    5.5	4.2	5.0	i	2.5	.	.	-10%	-0.83	-0.11	-0.27	0.38	.	.	i	18	1.1	1.5	908
- Cc1ccc(Cn2c(SCc3cccnc3)nc3c2c(=O)n(C)c(=O)n3C)cc1
    3.0	2.4	2.7	i	0.7	-1.1	822	6%	0.32	-0.32	0.52	0.031	.	.	i	34	1	1.5	1008
- Cc1cc(Oc2ccc(Cl)cc2)nc(-c2ccccn2)n1
    .	.	.	i	0.7	0.8	1267	.	-0.44	-0.071	0.15	-0.13	4	679	i	35	.	-0.98	872
- Cc1ccc(NC(=O)c2cc3c(=O)oc4ccccc4c3s2)nc1
    3.5	3.6	0.5	i	0.3	0.7	1124	3%	-0.063	-0.26	0.14	1.1	23	631	i	47	1	-0.1	1371
- O=C(CSc1nc2ccc([N+](=O)[O-])cc2[nH]1)c1ccc(Cl)cc1
    2.6	2.1	4.6	i	0.3	-0.4	1087	6%	-0.39	-0.29	-0.31	1	-4	659	i	51	1	-0.01	1274
- Cn1ccc(C(=O)OCC(=O)c2ccccc2)n1
    4.6	3.1	6.1	+	5.3*	1.0	1109	7%	-0.22	-0.17	0.17	-0.91	.	.	i	24	1.1	0.31	1155
- Cc1ccc(CNC(=O)C2=NNC(=O)CC2)cc1
    2.8	2.6	5.7	i	0.3	.	.	4%	-0.64	-0.15	-0.67	0.84	-3	686	i	35	1.1	-0.01	1285
- CC12COC3(C(=O)Nc4ccc(Cl)cc4)CC1CCC32C (stereo not drawn)
    4.0	3.9	8.9	i	0.3	.	.	7%	-0.31	-0.33	-0.54	0.63	-3	698	i	47	1.1	-0.37	1304
- CC1(C)CN(c2ccc(-c3ccnc4ncnn34)cc2)C1=O
    1.3	2.0	5.8	i	0.4	-5.5	1051	-4%	0.21	-0.19	0.31	-0.52	4	683	i	38	1.1	-0.14	1186

Record cards, from the list above.
Cc1ccc(Cn2c(SCc3cccnc3)nc3c2c(=O)n(C)c(=O)n3C)cc1 in the list: MT stabilize HCS = 3.0; MT stabilize HCS Hoechst-high % = 2.4; MT stabilize HCS cytotoxicity % = 2.7; Myeloid diff 2 = i; Myeloid diff 2 GFP+ MAC1+ % = 0.7; bCat nuc transl = -1.1; bCat nuc transl cell count 5 µM = 822; PMI inhibitors = 6%; Dynein transport = 0.32; Dynein transport cytoplasmic EGFP = -0.32; Dynein transport nuclear GR-EGFP = 0.52; Dynein transport cell count = 0.031; Lipid droplet = .; Lipid droplet cells 6.5 µM = .; T cell modulator = i; T cell modulator vesicle-bound % = 34; TNAP activation fold = 1; Insulin prom up = 1.5; Insulin prom up cell count = 1008
Cc1ccc(S(=O)(=O)O)c(C)c1N1CCCC1=O in the list: MT stabilize HCS = 3.0; MT stabilize HCS Hoechst-high % = 0.6; MT stabilize HCS cytotoxicity % = 26; Myeloid diff 2 = i; Myeloid diff 2 GFP+ MAC1+ % = 0.5; bCat nuc transl = -0.9; bCat nuc transl cell count 5 µM = 1067; PMI inhibitors = -1%; Dynein transport = 0.72; Dynein transport cytoplasmic EGFP = -0.27; Dynein transport nuclear GR-EGFP = 0.39; Dynein transport cell count = -0.22; Lipid droplet = -22; Lipid droplet cells 6.5 µM = 677; T cell modulator = i; T cell modulator vesicle-bound % = 52; TNAP activation fold = 1.1; Insulin prom up = 0.19; Insulin prom up cell count = 1362
